# Screens as filed in PubChem BioAssay.
# TbHK1 inh: Trypanosoma brucei hexokinase 1 inhibitors, primary screen, biochemical, G6PDH-coupled NADH absorbance, MLSCN library | recombinant TbHK1, G6PDH-coupled NADH A340 | inhibition, % at 10 µM | 0.11% of 220,000 active;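 active = inhibition of 50% or more in the single-dose primary screen; inactive = inhibition below 50%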
# m-calpain inh: inhibitors of pig calpain II, primary screen, biochemical, fluorogenic peptide substrate, 1536-well | AID 1236, 2008 | 0.37% of 220,000 active | purified calpain II, 30 min | inhibition, % at 16 µM;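 active = inhibition above about 50%, limit read from the data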
# EBV gp42 block: Epstein-Barr virus gp42 inhibitors, primary screen, biochemical, uHTS, fluorescence polarization. AID 1085, 2008. inhibition, % (tested at 21.74 µM). Fluorescence polarization binding assay, mP read-out. 0.42% of 220,000 active; in the data active = inhibition above about 50%
# Target sequence (Q1HVG2 whole entry, looked up): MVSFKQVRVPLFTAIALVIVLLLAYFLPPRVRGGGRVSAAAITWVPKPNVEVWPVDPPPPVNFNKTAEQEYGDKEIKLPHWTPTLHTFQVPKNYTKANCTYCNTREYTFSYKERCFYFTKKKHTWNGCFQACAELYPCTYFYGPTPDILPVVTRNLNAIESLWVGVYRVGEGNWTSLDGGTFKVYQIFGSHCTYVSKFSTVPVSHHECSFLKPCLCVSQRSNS
# Furin inh: human furin inhibitors, primary screen, biochemical, fluorescence intensity | P09958 | purified furin, fluorogenic substrate cleavage | inhibition, % at 30 µM | 0.061% of 220,000 active | AID 463115, 2010; in the data active = inhibition above about 25%; note: inactives centre near -15
# Target sequence (P09958 108-714 limits assumed): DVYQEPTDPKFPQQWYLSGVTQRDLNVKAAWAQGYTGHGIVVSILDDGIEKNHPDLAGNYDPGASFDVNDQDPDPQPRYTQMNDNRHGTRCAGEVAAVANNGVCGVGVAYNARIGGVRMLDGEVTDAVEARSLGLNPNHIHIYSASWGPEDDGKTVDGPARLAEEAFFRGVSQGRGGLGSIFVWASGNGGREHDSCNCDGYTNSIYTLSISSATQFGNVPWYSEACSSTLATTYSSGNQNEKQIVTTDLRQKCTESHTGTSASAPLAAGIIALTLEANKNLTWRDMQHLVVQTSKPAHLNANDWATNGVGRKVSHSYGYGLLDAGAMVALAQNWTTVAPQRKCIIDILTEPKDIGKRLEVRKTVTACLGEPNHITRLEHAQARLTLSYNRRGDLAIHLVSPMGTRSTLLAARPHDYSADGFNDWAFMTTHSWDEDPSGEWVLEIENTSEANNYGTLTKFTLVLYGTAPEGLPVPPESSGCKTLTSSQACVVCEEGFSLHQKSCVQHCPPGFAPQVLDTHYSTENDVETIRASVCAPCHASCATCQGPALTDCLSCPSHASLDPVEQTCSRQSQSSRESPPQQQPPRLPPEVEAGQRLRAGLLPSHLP
# TRPN1 ag: zebrafish TRPN1 channel agonists, primary screen, cell-based, HEK293, calcium fluorescence | transient receptor potential cation channel N1 (TRPN1/NompC), Danio rerio | HEK293 zebrafish TRPN1-YFP, Fluo-8 calcium fluorescence; 100% = response to 87 µM carbachol | activation, % at 3 µM | 0.18% of 220,000 active;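 active = activation above its plate's cutoff, the mean activation of test wells on that plate plus 3 SD, cut at about 19% in these data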;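 note: 0% = DMSO alone and 100% = 87 µM carbachol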
#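 Material: zebrafish TRPN1-YFP in HEK293 cells. Doses: one dose of 3 µM, 0.3% DMSO. Incubation: dye 1 h 37 °C plus 30 min RT. Measured by: intracellular calcium fluorescence with Fluo-8.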
# thrombin 1536: human alpha-thrombin inhibitors, primary screen, counter-screen for coagulation protease inhibitor project, biochemical, 1536-well, fluorogenic AMC substrate. 0.26% of 220,000 active. Prothrombin (Homo sapiens), P00734. Boc-VPR-AMC fluorogenic substrate cleavage. inhibition, % at 5 µM;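 active = inhibition at or above 40%; inactive = inhibition below 40%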;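 note: 0% = enzyme with no compound and 100% = wells without enzyme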
#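 System – human alpha-thrombin protein · Reagent – Boc-VPR-AMC substrate, 15 µM final · Compound – 5 µM single dose in 0.2% DMSO · Schedule – reaction at room temperature · Technique – AMC fluorescence at 355 nm excitation and 460 nm emission · Read-out basis – % inhibition relative to enzyme controls and enzyme-free blanks · Control set – no-compound enzyme wells and no-enzyme blanks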
# PPC-1+TRAIL kill: compounds killing PPC-1 cancer cells with TRAIL present, primary screen, TRAIL potentiator project, ATPLite luminescence, uHTS; PPC-1 cells + TRAIL, ATPLite viability luminescence; cell killing (% activity), % at 4 µM; 0.41% of 220,000 active; AID 1443, 2008;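 active = cell killing above 50% in the first pass at 4 µM, then a duplicate retest at 5 µM averaging 50% or more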;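 note: plate controls were cells with TRAIL plus DMSO for no effect and medium-only wells lacking cells for full effect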
# TRPML3 agonist: human TRPML3 channel agonists, primary screen, cell-based, HEK293 TRPML3-YFP, Fluo-8 calcium fluorescence, 3 µM; Mucolipin-3 (Homo sapiens), Q8TDD5; 100% = the carbachol control signal; activation, % at 3 µM; 0.29% of 220,000 active; AID 1448, 2008;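 active = activation above its plate's cutoff, the mean activation of the plate's test wells plus 3 SD, cut at about 12% in these data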;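 note: 0% = DMSO only wells and 100% = carbachol wells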
#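 Material: TRPML3-YFP stable HEK293 cells | Dosing: One concentration, 3 µM nominal, 0.3% DMSO | Timing: 125 s total fluorescence read per well | Technique: Fluo-8 calcium dye fluorescence, ex 470-495, em 515-575 nm | Measure: Percent activation from peak-to-basal fluorescence ratio, scaled between DMSO and carbachol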
# Cl transport mod: KCC2 cotransporter modulators, thallium flux, primary screen, cell-based, HEK293 KCC2, FluoZin-2 fluorescence, MLSMR. KCC2 cells, thallium flux FluoZin-2 fluorescence. B-score of Tl+ flux slope (higher = more flux/activation; lower = inhibition) at 10 µM. 2.2% of 190,000 active. Solute carrier family 12 member 5 (Homo sapiens), Q9H2X9;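 active = thallium flux slope and its plate-corrected score both differing from the plate sample mean at a set confidence after two filtering rounds, in either direction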;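 note: slope of fluorescence scaled to starting intensity during 10 to 20 s after thallium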
# * hit, by the source's call; · = no result given; [ ] = dose if it differs, or a comment.
SMILES,TbHK1 inh,m-calpain inh,EBV gp42 block,Furin inh,TRPN1 ag,thrombin 1536,PPC-1+TRAIL kill,TRPML3 agonist,Cl transport mod
FC(F)(F)c1cccc(CN2CCC(c3cc(-c4cccs4)n[nH]3)CC2)c1,5,-30,-13,-35,1.2,-5,-19,1.3,-0.073
O=C(N/C(=C/C=C/c1ccccc1)C(=O)N1CCOCC1)c1ccccc1Cl,-38,-8,-4,-15,0.9,-4,-4,0.7,-2.7
C#CCNC(=O)C1=C[C@@H](C2CCCCC2)C[C@@H](OCc2ccc(CO)cc2)O1,-2,10,-3,-4,2.2,-1,15,0.1,-0.26
Cn1cc(/C=C2\SC(=S)N(NC(=O)c3cccc(Cl)c3)C2=O)c2ccccc21,-16,-28,165*,-17,3.2,1,18,0.9,-3
CN1CCN(c2oc(Cc3cccc4ccccc34)nc2C#N)CC1,-15,-15,0,-13,0.2,0,-20,0.4,-4.7
Cc1[nH]n(-c2ccccc2)c(=O)c1C(c1cccc([N+](=O)[O-])c1)c1c(C)[nH]n(-c2ccccc2)c1=O,-8,-24,-8,-29,2.1,0,25,0.8,-0.03
Cc1noc(C)c1C(=O)NCCC1=CCCCC1,2,-10,-3,-28[20 µM],0.6,6,31,-0.1,0.29
Cc1cc([N+](=O)[O-])nn1CCCC(=O)NC(C)c1ccccc1 (stereo not drawn),26,7,-8,-5,0.1,-3,6,0.6,0.71
NC(=O)c1ccc(NC(=O)COC(=O)/C=C/c2cn(-c3ccccc3)nc2-c2cccnc2)cc1,-10,-102,-53,-9,3.5,-10,4,0.2,0.077
COc1ccc(CN2C(=O)c3cccc4cccc(c34)C2=O)cc1,-18,-61,1,-22,0.9,-11,-31,1.1,-0.18
Nc1cc2c(cc1C(=O)c1cccc(Br)c1)OCCO2,-3,37,0,-13,-1.5,-1,6,-0.9,-1.6
COc1ccc(OCC(=O)OC(C)CN2CCOCC2)cc1 (stereo not drawn),1,-5,-18,-12[20 µM],0.1,0,19,0.8,1.1
CCCn1c(=N)c(C(=O)NCc2ccc3c(c2)OCO3)cc2c(=O)n3cccc(C)c3nc21,-9,-88,0,-14,-0.1,4,16,-0.2,·
COc1ccc(C(=O)Nc2c(C)ccc3nsnc23)cc1[N+](=O)[O-],24,15,7,-1,-1.1,-1,19,0.2,1.8
COc1ccc(C(=O)CCNc2cccc(Cl)c2)cc1,-7,-1,-1,-7,0.3,-13,14,0.4,-1.8
CC(c1n[nH]c(=S)n1-c1ccccc1)N1CCCCC1 (stereo not drawn),-2,0,-16,-20,0.9,·,22,0.7,1.3
O=C1SC(SCc2ccccc2)=N/C1=C\c1ccco1,12,-84,-19,-13[20 µM],-0.6,-8,18,0.5,-0.027
COc1ccc(/C=C2\N=C(SC)N(C)C2=O)cc1,-18,7,-7,-4[20 µM],-1.1,3,6,-0.8,-0.18
NNCCc1ccccc1,1,12,-7,-15,1.6,4,19,0.4,0.092
CCOC(=O)c1ccccc1NC(=O)COC(=O)C(CC(C)C)NC(N)=O (stereo not drawn),-1,-9,-22,-28,1.1,-3,10,0.5,-0.55
COc1ccc(/C=N/Nc2nc(-c3ccc(Cl)cc3)cc(C(F)(F)F)n2)cc1OC,-30,6,10,-8,-0.8,8,8,0.4,0.11
COC(=O)CN1C(=O)CSc2ncccc21,18,-92,1,-18,-0.7,1,13,-0.2,·
N/C(=N\OC(=O)COc1ccc(Br)cc1Cl)c1ccncc1,-7,-7,-16,-16,0.6,4,24,-0.1,0.0078
COc1ccc(C2c3c(ncn(Cc4ccco4)c3=N)Oc3ccc4ccccc4c32)cc1 (stereo not drawn),-5,11,5,-9,-1.7,-2,-6,-0.2,0.39
Cc1ccc(NC(=O)C2CC(=O)Nc3ncnn32)cc1Cl (stereo not drawn),-11,-9,-12,-26,0.6,-7,15,1.2,-0.074
Cc1c(Cl)cnc(NC(=O)CSc2nnc(C)n2Cc2ccccc2)c1Cl,-13,15,3,-23[20 µM],-1.1,4,-1,-0.4,-0.94
CCNC(=S)N1CCCC(C(N)=O)C1 (stereo not drawn),0,7,-2,8,0.9,-4,-7,0.7,-0.68
CC(CNc1ccc([N+](=O)[O-])c2cccnc12)Nc1c([N+](=O)[O-])cc(C(F)(F)F)cc1[N+](=O)[O-] (stereo not drawn),3,18,11,1,0.1,-4,21,1.4,0.64
Cc1ccc(C(=O)N2CCOCC2)cc1Cl,5,-1,-28,-21[20 µM],0.6,-6,13,0.7,·
O=C(NCc1ccccn1)/C(=C/c1ccco1)NC(=O)c1ccccc1,-16,12,-7,-2,-0.5,1,15,0.7,0.78
COc1ccc(-n2c(C)nc3cc(C(=O)N4CCOCC4)ccc32)cc1,-1,17,3,-9[20 µM],-0.3,6,15,0.0,-0.48
CCCCNC(=S)N(C)/N=C/c1ccc(OCC(=O)Nc2ccc(OC)cc2)c(OC)c1,-17,6,8,-12,2.7,-2,2,1.0,-0.072
COc1cccc(Nc2nc3ccccc3n2C(C)C)c1,5,-15,27,0,-0.7,-4,18,-0.1,0.16
COc1cccc(C2=NO[C@@H]3C(=O)N(c4ccc5c(c4)OCCO5)C(=O)[C@H]23)c1OC,-7,22,-6,-19,-0.3,6,10,1.1,·
CCC(=O)c1ccc(N2CCOCC2)c(F)c1,-9,-8,-13,-18[20 µM],-1.1,3,·,0.2,-0.52
Cc1ccc2cccc(S(=O)(=O)N3CCN(c4ccccc4F)CC3)c2n1,4,7,-22,-17,-0.8,-4,-11,3.7,·
Cn1nccc1C(=O)N1CCN(c2ncccn2)CC1,-2,0,3,-6,0.5,-1,24,0.0,·
O=C(N/N=C/c1cccc(OC(=O)N2CCOCC2)c1)c1cccs1,-10,24,-5,-5,4.2,-2,25,0.3,0.71
O=C(NCC1OCCCN1S(=O)(=O)c1cc(F)ccc1F)C(=O)NC1CCCCC1 (stereo not drawn),2,-22,-14,-25,2.3,-9,10,1.4,-0.49
COc1cccc2cc(C(=O)N3C(C)CCCC3C)c(=O)oc12 (stereo not drawn),-5,-11,-2,-13[20 µM],-0.1,-1,12,0.3,0.29

# Compound profiles, from the list above. Order of values: TbHK1 inh | m-calpain inh | EBV gp42 block | Furin inh | TRPN1 ag | thrombin 1536 | PPC-1+TRAIL kill | TRPML3 agonist | Cl transport mod
# CCC(=O)c1ccc(N2CCOCC2)c(F)c1 across the screens: -9 | -8 | -13 | -18[20 µM] | -1.1 | 3 | · | 0.2 | -0.52
# O=C(NCC1OCCCN1S(=O)(=O)c1cc(F)ccc1F)C(=O)NC1CCCCC1 (stereo not drawn) across the screens: 2 | -22 | -14 | -25 | 2.3 | -9 | 10 | 1.4 | -0.49
# Cc1ccc2cccc(S(=O)(=O)N3CCN(c4ccccc4F)CC3)c2n1 across the screens: 4 | 7 | -22 | -17 | -0.8 | -4 | -11 | 3.7 | ·

# (list continues)
SMILES,TbHK1 inh,m-calpain inh,EBV gp42 block,Furin inh,TRPN1 ag,thrombin 1536,PPC-1+TRAIL kill,TRPML3 agonist,Cl transport mod
CCCCCc1ccc(S(=O)(=O)NCCc2ccncc2)cc1,4,-9,-15,-20[20 µM],1.5,-13,24,0.5,·
CC(=O)c1ccc(N2C(=NC(=O)C(C)C)SC3CS(=O)(=O)CC32)cc1 (stereo not drawn),0,-20,3,-19,1.7,-4,10,0.4,0.99
Cc1ccc2nc(SCC(=O)Nc3cccc([N+](=O)[O-])c3)[nH]c2c1,-6,3,-10,-10[20 µM],-0.8,-5,-10,-0.6,-1.9
CON1C(=O)C(=O)N(OC)C2CCCCC21 (stereo not drawn),-1,-3,-12,-16[20 µM],2.3,3,9,0.5,-0.013
CN(C)c1ccc(-c2nnn(CC(=O)Nc3ccc4c(c3)OCCO4)n2)cc1,-2,-14,-10,-27,0.8,-17,-2,0.1,-0.7
O=c1c2ccccc2cnn1Cc1n[nH]c(=S)n1-c1cc(Cl)cc(Cl)c1,4,-8,-17,-17,1.2,-5,-20,0.5,0.15
NS(=O)(=O)c1ccc(CNC(=O)c2cc(-c3cccs3)nc3ccccc23)cc1,-15,-265,-20,-28,4.1,0,16,1.1,1.5
O=C(COc1ncnc2ccccc12)Nc1ccc(Cl)c([N+](=O)[O-])c1,31,10,-9,-4,-1.1,-4,-1,0.6,-0.96
CC(C)(C)c1ccccc1NC(=O)NC1CCN(Cc2c(F)cccc2Cl)CC1,-4,-15,-8,-19,0.4,-7,2,1.1,-1.7
CCOC(=O)CSc1n[nH]c(NC(=O)c2cccc(C(F)(F)F)c2)n1,0,12,15,-18[20 µM],-0.9,78*,33,-0.2,·
N#Cc1ccccc1NC(=O)CSC1=Nc2ccccc2C2CC=NN12 (stereo not drawn),-3,-3,-11,-19,2.2,2,7,-0.2,0.9
CCCCOc1ccc(-c2ncc(N)cn2)cc1,-5,-42,-11,-20,1.5,-3,22,1.6,-0.036

# 7 entries out of the list, sorted by SMILES length, descending.
SMILES,TbHK1 inh,m-calpain inh,EBV gp42 block,Furin inh,TRPN1 ag,thrombin 1536,PPC-1+TRAIL kill,TRPML3 agonist,Cl transport mod
CC(=O)c1ccc(N2C(=NC(=O)C(C)C)SC3CS(=O)(=O)CC32)cc1 (stereo not drawn),0,-20,3,-19,1.7,-4,10,0.4,0.99
Cc1ccc2nc(SCC(=O)Nc3cccc([N+](=O)[O-])c3)[nH]c2c1,-6,3,-10,-10[20 µM],-0.8,-5,-10,-0.6,-1.9
CN(C)c1ccc(-c2nnn(CC(=O)Nc3ccc4c(c3)OCCO4)n2)cc1,-2,-14,-10,-27,0.8,-17,-2,0.1,-0.7
CC(C)(C)c1ccccc1NC(=O)NC1CCN(Cc2c(F)cccc2Cl)CC1,-4,-15,-8,-19,0.4,-7,2,1.1,-1.7
CCOC(=O)CSc1n[nH]c(NC(=O)c2cccc(C(F)(F)F)c2)n1,0,12,15,-18[20 µM],-0.9,78*,33,-0.2,·
N#Cc1ccccc1NC(=O)CSC1=Nc2ccccc2C2CC=NN12 (stereo not drawn),-3,-3,-11,-19,2.2,2,7,-0.2,0.9
CCCCOc1ccc(-c2ncc(N)cn2)cc1,-5,-42,-11,-20,1.5,-3,22,1.6,-0.036

# The order is random; any-hit rate near 3.6%.
